# Assay outcomes from PubChem.
# TSHR antag: human thyrotropin receptor antagonism | P16473 | TSHR-expressing cells, TSH-stimulated cAMP HTRF, 2 h; active compounds read low | 0.2% of 330,000 active | activity change, negative = inhibition, % at 11.5 µM | AID 504810;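 active means activity change below a set negative limit, meaning inhibition stronger than a set level, cut at about -70% in these data; inconclusive means activity change between two set negative limits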; further: on the % scale 0 is the no-effect control and ±100 the full control effect
#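 TSHR-expressing cells, 200/well, pre-treated with compound, then stimulated with EC80 TSH (4nM final) for 2 hours at 37 deg C. cAMP measured by competitive HTRF: anti-cAMP cryptate antibody in lysis buffer plus cAMP-d2, read after 30 minutes at room temperature.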
# CXXC DNA block: MLL CXXC-DNA interaction inhibition; Q03164; MLL-CXXC / FITC-HOXA9 DNA fluorescence polarization; Potency, µM (doses to about 115 µM), without a hit: at the top dose activity change, negative = inhibition, hits mostly inhibitors; 0.037% of 290,000 active; active means well fitted inhibition curve with a large enough effect in the polarisation, with a control signal flat, not every such curve was filed as active; inconclusive means small, poorly fitted or top-dose-only effect, or effect the other way, or a change in a side signal; inactive means no such curve, though single readings can be large or run the other way; the % refers to the polarisation; further: potency means the concentration at half of the fitted maximal effect
#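 Purified MLL-CXXC (added from a 7 uM solution) was preincubated 5 min at ambient with pinned compounds in 50 mM Tris-HCl pH 7.5, 50 mM NaCl, 1 mM DTT, 0.05% BSA. Fluorescein-labeled HOX-A9 DNA (50 nM solution) followed, 30 min, then polarization read.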
# MBNL1 CUG block: MBNL1-poly(CUG) RNA binding inhibition; Q9NR56; Potency, µM (series often up to 57.5 µM), inactives show at the highest dose activity change, negative = inhibition, most hits filed as inhibitors; TR-FRET MBNL1-His/biotin-(CUG)12 binding, 665/545 ratio; AID 2675; 0.036% of 280,000 active; active means well fitted inhibition curve with a large enough effect in the signal ratio, with a control signal flat, not every such curve was filed as active; inconclusive means small, poorly fitted or top-dose-only effect, or effect the other way, or a change in a side signal; inactive means no such curve, though single readings can be large or run the other way; the % refers to the signal ratio; further: potency means the concentration at half of the fitted maximal effect; on the % scale 0 is the no-effect control and ±100 the full control effect
#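 TR-FRET between His-tagged MBNL1 and biotin-(CUG)12 RNA, detected with Tb anti-His antibody (0.055 ng/ul) and streptavidin-XL665 (5 nM), 60 min at room temperature. Compounds titrated 92 nM to 58 uM; 665/545 nm ratio normalized to buffer and complex controls.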
# Menin MLL FP TR: menin-MLL binding inhibition, Texas Red mutant peptide; O00255; Menin + Texas Red MLL mutant peptide, fluorescence polarization; Potency, µM (doses to about 61.6 µM), for the others: top-dose FP activity change, negative = inhibition, hits mostly inhibitors; 0.23% of 270,000 active; active means well fitted inhibition curve with a large enough effect in the polarisation, with a control signal flat, not every such curve was filed as active; inconclusive means small, poorly fitted or top-dose-only effect, or effect the other way, or a change in a side signal; inactive means no such curve, though single readings can be large or run the other way; the % refers to the polarisation; further: potency means the concentration at half of the fitted maximal effect; % of control where 0% means no effect; many of its hits are not listed in these tables
# Target sequence (O00255 whole entry, looked up): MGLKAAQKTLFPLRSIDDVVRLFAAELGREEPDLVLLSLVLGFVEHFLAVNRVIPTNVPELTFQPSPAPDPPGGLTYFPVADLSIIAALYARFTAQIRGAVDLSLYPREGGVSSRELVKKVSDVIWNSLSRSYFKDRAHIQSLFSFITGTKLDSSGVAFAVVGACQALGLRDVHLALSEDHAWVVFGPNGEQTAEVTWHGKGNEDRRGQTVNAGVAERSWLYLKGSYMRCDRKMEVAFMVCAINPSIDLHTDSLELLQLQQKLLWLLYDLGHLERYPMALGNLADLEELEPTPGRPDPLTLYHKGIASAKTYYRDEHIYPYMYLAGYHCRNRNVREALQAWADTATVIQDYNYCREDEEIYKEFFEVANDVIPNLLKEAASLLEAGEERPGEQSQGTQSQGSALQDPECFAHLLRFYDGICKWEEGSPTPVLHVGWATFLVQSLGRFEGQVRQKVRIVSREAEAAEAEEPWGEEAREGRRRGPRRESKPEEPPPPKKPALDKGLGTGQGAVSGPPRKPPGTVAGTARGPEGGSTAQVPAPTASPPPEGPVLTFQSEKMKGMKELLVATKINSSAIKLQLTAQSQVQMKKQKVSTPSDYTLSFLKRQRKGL
# ASM inhibitor: blocks human secretory acid sphingomyelinase | placental ASM, HMU-PC fluorogenic substrate, 60 min | Potency, µM (titrated, usually from 57.5 µM), without a hit: at the highest dose activity change, negative = inhibition, usual class: inhibitors | P17405 | AID 504937 | 0.006% of 340,000 active; further: potency means the concentration at half of the fitted maximal effect
#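 Steps: dispense placental human ASM, pin compound, wait 10 min at room temperature, add HMU-PC0 substrate at 9 uM final, incubate 60 min at 37 °C, add stop solution raising pH to 10, read fluorescence.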
# TCR act: T cell receptor activation; primary human leukocytes, anti-CD3, IL-2 HTRF, 48 h; AID 504894; Potency, µM (titrated, usually from 9.22 µM), without a hit: top-dose activation of IL-2 secretion, usual class: activators; 330,000 tested, under 10 active; further: % of control where 0% means no effect
#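 Activity was scored as IL-2 release from primary human leukocytes given only a TCR signal (a-CD3 beads) plus compound for 48 hr. Detection used a two-antibody HTRF format read at 665nm.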
# Mito fusion yeast: blocks mitochondrial division or promotes mitochondrial fusion. 0.23% of 320,000 active. Potency, µM (titrated, usually from 46.1 µM), without a hit: at the top dose growth rescue (activation), actives largely listed as activators. S. cerevisiae fusion-defective mutant growth rescue, CellTiterGlo 48 h;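 further: potency means the concentration at half of the fitted maximal effect; % of control where 0% means no effect; nearly all actives have a fitted effect of over 45% in size; temperature-sensitive fusion mutants such as fzo1-1 at 37 °C on non-fermentable ethanol glycerol medium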
#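 Growth-rescue viability read-out: after 48 h at the non-permissive 37C in glycerol/ethanol YPEG, yeast mitochondrial fusion mutants are measured by CellTiterGlo luminescence; compounds (23 nl pinned per well) restoring growth score as division inhibitors or fusion activators.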
# AT treatment: potential ataxia-telangiectasia treatments restoring KAP-1 phosphorylation | […] A-T fibroblasts, KAP-1 phosphorylation AlphaLISA; neocarzinostatin DNA damage 30 min before lysis | Potency, µM (highest dose often 57.5 µM), for the others: at the top dose activation, hits mostly activators | 0.19% of 320,000 active; further: potency means the concentration at half of the fitted maximal effect; % of control where 0% means no effect; nearly all actives have a fitted effect of over 45% in size
#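 ATM-like activity read as KAP-1 phosphorylation via AlphaLISA donor/acceptor antibody pairs after lysis and 6 hr at 25C. Cells were ATM-null patient fibroblasts ([…], hTERT), dosed 60 min, then exposed to the DSB inducer NCS for 30 min.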
# TSG101-PTAP inh: blocks PTAP/TSG101 interaction to inhibit HIV-1 budding; Potency, µM (highest dose often 115 µM), inactives show top-dose activity change, negative = inhibition, most hits filed as inhibitors; Fluorescence polarization, FITC-PTAP peptide / Tsg101 binding; AID 493005; 340,000 tested, under 10 active; active means well fitted inhibition curve with a large enough effect in the main read-out, with a control signal flat, not every such curve was filed as active; inconclusive means small, poorly fitted or top-dose-only effect, or effect the other way, or a change in a side signal; inactive means no such curve, though single readings can be large or run the other way; further: potency means the concentration at half of the fitted maximal effect; % of control where 0% means no effect
# Target sequence (Q99816 whole entry, looked up): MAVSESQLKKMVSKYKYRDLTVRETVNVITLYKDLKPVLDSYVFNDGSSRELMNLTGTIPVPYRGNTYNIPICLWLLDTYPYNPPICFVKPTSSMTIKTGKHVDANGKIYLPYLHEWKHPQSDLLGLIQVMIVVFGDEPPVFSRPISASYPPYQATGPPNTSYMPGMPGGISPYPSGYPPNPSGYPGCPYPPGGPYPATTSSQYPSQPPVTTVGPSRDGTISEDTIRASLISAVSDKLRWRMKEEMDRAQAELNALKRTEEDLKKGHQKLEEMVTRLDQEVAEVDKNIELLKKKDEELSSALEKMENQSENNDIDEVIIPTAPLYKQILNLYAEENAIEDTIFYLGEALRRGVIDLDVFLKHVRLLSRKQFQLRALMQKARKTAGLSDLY
#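 Fluorescence polarization binding of Tsg101 binding domain (10 uM final) to FITC-labeled PTAP peptide (50 nM final) in HEPES pH 7.5 buffer with NaCl, Tween 20, EDTA, TCEP. Compounds added before peptide; binding 20 min at RT.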
# a7 integrin act: activates integrin-mediated alleviation for muscular dystrophy; 0.064% of 350,000 active; Potency, µM (titrated, usually from 38.3 µM), for inactives: at the top dose activation, actives largely listed as activators; alpha7betagal myoblasts, beta-gal FDG fluorescence, 48 h;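 further: potency means the concentration at half of the fitted maximal effect; 100% = response of the positive control SU9516; nearly all actives have a fitted effect of over 60% in size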
#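 Alpha7betagal+/- myoblasts (passage 13) were plated 16-24 hr, then exposed to compounds (1:260 dilution of DMSO stock) for 48 hours at 37C. After MPER lysis, β-galactosidase reporter activity was read as FDG fluorescence (ex 480/em 540) after 30 minutes.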
# * marks the source's active call; other numbers are inactive results; u = inconclusive; x = not tested or not shown; & = joins results of further samples; [ ] = remark or other dose. Unless noted, the call rests on the fitted dose curve; in most records, active means well fitted curve in the direction sought with a large enough effect; inconclusive means small, poorly fitted or top-dose-only effect, or another doubt; inactive means no such curve, though single readings can be large; an effect the other way counts as inactive or inconclusive.
SMILES,TSHR antag,CXXC DNA block,MBNL1 CUG block,Menin MLL FP TR,ASM inhibitor,TCR act,Mito fusion yeast,AT treatment,TSG101-PTAP inh,a7 integrin act
COCCn1nnnc1CN1CCN(C(=O)c2ccco2)CC1,-12,9%,1%,3%,-4%,-2%,-2%,-1%,-5%,0%
CN(CC1CCOCC1)C(=O)CC1C(=O)NCCN1Cc1cccc(C(F)(F)F)c1 (stereo not drawn),-3,-9%,2%,-28%,44%[activator],-7%,0%,-8%,1%,-18%
COc1ccc(S(=O)(=O)N(C)C)cc1NC(=O)CSc1nncs1,8,0%,9%,5%,-3%,2%,4%,0%,1%,6%
O=C(c1ccco1)N(Cc1ccc([N+](=O)[O-])cc1)c1ccc(Br)cc1,-1,2%,17%,-1%,-9%,6%,14%,1%,-4%,-3%
CC(N)C12CC3CC(CC(C3)C1)C2 (stereo not drawn),-2&1,2%&-11%&4%,2%&5%,6%&1%&-10%,3%&-3%,2%&3%,-3%&1%,-7%&-2%,0%&-7%,-4%
CC(C)C(=O)N1CCN(c2ccccc2NC(=O)c2ccc3c(c2)OCCO3)CC1,x,x,x,x,3%,-1%,x,x,-1%,-13%
CC(=O)c1c[nH]c(C(=O)NCc2cccc(C(F)(F)F)c2)c1,27,-23%,-5%,u,0%,-2%,8%,31%,-4%,u
c1ccc(COCC2CCNCC2)cc1,1,2%,-3%,-2%,6%,8%,-2%,1%,0%,0%
CN1CCc2cc3c(c4c2C1CC41CCC(=NO)CC1)OCO3 (stereo not drawn),7,-7%,-8%,3%,43%,1%,-2%,22%,-6%,-12%
COC(=O)C(NC(C)=O)(Nc1nc2c(C)cc(C)cc2s1)C(F)(F)F (stereo not drawn),11,0%,-1%,1%,0%,-1%,0%,-2%,-2%,-7%
O=C(O)CC(NC(=O)C1CCCCC1)c1ccc(OC2CCCC2)cc1 (stereo not drawn),14,-4%,u,-2%,6%,-33%,-5%,-5%,-2%,3%
CCOC(=O)C1(CC2CCCCO2)CCN(S(=O)(=O)c2ccc(OC)cc2)CC1 (stereo not drawn),25,11%,-22%,-20%,17%,0%,u,9%,-1%,-23%
CCOc1ccccc1Nc1nnc(SCC(=O)NC2CC2)s1,x,x,x,x,2%,x,x,-2%,-1%,4%
COc1ccc(-c2nnc(SCC(=O)NC(=O)Cc3ccccc3)n2C)cc1,-22,x,x,x,3%,-3%,-4%,-2%,-8%,13%
CCOC(=O)c1c(-c2ccccc2)cn2ccccc12,-22,2%,15%,u,86%[activator],1%,-1%,5%,-4%,2%
O=C1C2CSCN2C(=O)CN1CCCN1CCN(C(c2ccccc2)c2ccccc2)CC1 (stereo not drawn),5,8%,-10%,-16%,4%,0%[46.1 µM],1%,3%,0%,-38%
CC1(C)Cc2[nH]c3ccccc3c2C(C)(C)N1,4,-1%,-3%,-21%,5%,6%,u,-4%,1%,-37%
Cc1c(C)n(CCc2ccccc2)c2ncnc(NCCCN(C)C)c12,28,-1%,-15%,u,-1%,4%,4%,u,-3%,-64%[inhibitor]
COc1ccc(OC)c(N/C=C/C(=O)c2ccccc2)c1,-12,-8%,u,u,-3%,-22%,0%,-5%,-1%,1%
Cc1ccc(CNC(=O)c2ccc(Cn3nc(C)cc3C)o2)cc1,-9,19%,-3%,-4%,3%,6%,-37%[inhibitor],1%,-5%,-22%
C=C1C2(C(=O)NCc3ccco3)CCC(C2)C1(C)C (stereo not drawn),-6,1%,6%,1%,-3%,-7%,4%,0%,-1%,22%
OC(CN1C2=NCCCN2c2ccccc21)c1ccc(Br)cc1 (stereo not drawn),0,8%,-3%,6%,0%,-5%,-1%,3%,-2%,-24%
N/C(=N\OC(=O)Nc1ccccc1)c1ccno1,4,0%,-6%,x,0%,-4%,0%,17%,-4%,11%
Cc1ccccc1-c1nc(CN2CCC(C(=O)N3CCN(c4ccccn4)CC3)CC2)c(C)o1,3,-3%,-8%,u,3%,9%,-2%,7%,-1%,0%
COc1ccc(NC(=O)c2cccc(NC(=O)c3ccco3)c2)c(OC)c1,5,2%,-8%,9%,-1%,-3%,-1%,4%,-5%,26%
O=S(=O)(c1cccc(-c2n[nH]c(=S)n2Cc2ccccc2)c1)N1CCOCC1,-5,-9%,-9%,x,-1%,-1%,2%,1%,-7%,-41%
COCCN(C(=O)c1snc(C(N)=O)c1N)C(C(=O)NC1CCCC1)c1cc(OC)c(OC)c(OC)c1 (stereo not drawn),-4,6%,7%,u,132%[activator],-4%,1%,-9%,-4%,2%
CCn1cc(C(=O)Nc2cccc(NC(C)=O)c2)c2cc(OC)c(OC)cc2c1=O,-2,15%,6%,-24%,-2%,-1%,1%,1%,-1%,-8%
Cc1ccc(Cl)cc1N1CCN(S(=O)(=O)c2cc3c(cc2C)NC(=O)CO3)CC1,0,x,3%,45%[activator],u,1%,0%,5%,-1%,12%
C[C@@H]1COC(=O)[C@@H](CC(=O)OC(C)(C)C)C/C=C\C[C@@H](CC(=O)N[C@H](CO)Cc2ccccc2)C(=O)N1,-11,x,x,x,1%,-3%,x,-4%,0%,3%
CCC(C)NC(=O)CN1C(=O)c2cccc3cccc1c23 (stereo not drawn),-5,0%,22%,-11%,36%,x,0%,-11%,1%,-3%
O=C1/C(=C/c2ccccn2)SC(=S)N1c1ccc(O)cc1,-14,-4%,u,x,-2%,-3%,-1%,16%,-1%,-9%
CCc1ccccc1NC(=O)CN(c1ccc(OC)cc1OC)S(=O)(=O)c1ccccc1,3,18%,1%,-3%,1%,-1%,-2%,-2%,-5%,13%
Cc1ccc(S(=O)(=O)CCC(=O)NCc2ccccc2Cl)cc1,-2,35%[activator],-7%,-8%,-9%,3%[46.1 µM],u,x,-1%,7%
CN(Cc1ccc(OC(F)F)cc1)C(=O)c1ccc(S(=O)(=O)N(C)c2ccccc2)cc1,-28,x,x,x,-3%,-4%,12%,5%,-10%,-5%
CCCn1c(SCc2nc(-c3cccs3)no2)nnc1-c1ccncc1,-1,-2%,-5%,-1%,-2%,2%,4%,-2%,-5%,-22%
Cc1ccc(S(=O)(=O)NCC2COc3ccccc3O2)cc1 (stereo not drawn),42,-7%,-18%,1%,-2%,0%[46.1 µM],9%,10%,-6%,0%
CCOC(=O)[C@H]1[C@H]2COc3cc(OC)ccc3[C@@H]2N2C(=O)N(c3cccc(F)c3)C(=O)[C@@]12C,-3,x,x,x,-23%,-9%,x,21%,2%,-41%[inhibitor]

# In a second layout: seven of the compounds above.
structure | TSHR antag | CXXC DNA block | MBNL1 CUG block | Menin MLL FP TR | ASM inhibitor | TCR act | Mito fusion yeast | AT treatment | TSG101-PTAP inh | a7 integrin act
CCC(C)NC(=O)CN1C(=O)c2cccc3cccc1c23 (stereo not drawn) | -5 | 0% | 22% | -11% | 36% | x | 0% | -11% | 1% | -3%
O=C1/C(=C/c2ccccn2)SC(=S)N1c1ccc(O)cc1 | -14 | -4% | u | x | -2% | -3% | -1% | 16% | -1% | -9%
CCc1ccccc1NC(=O)CN(c1ccc(OC)cc1OC)S(=O)(=O)c1ccccc1 | 3 | 18% | 1% | -3% | 1% | -1% | -2% | -2% | -5% | 13%
Cc1ccc(S(=O)(=O)CCC(=O)NCc2ccccc2Cl)cc1 | -2 | 35%[activator] | -7% | -8% | -9% | 3%[46.1 µM] | u | x | -1% | 7%
CN(Cc1ccc(OC(F)F)cc1)C(=O)c1ccc(S(=O)(=O)N(C)c2ccccc2)cc1 | -28 | x | x | x | -3% | -4% | 12% | 5% | -10% | -5%
CCCn1c(SCc2nc(-c3cccs3)no2)nnc1-c1ccncc1 | -1 | -2% | -5% | -1% | -2% | 2% | 4% | -2% | -5% | -22%
Cc1ccc(S(=O)(=O)NCC2COc3ccccc3O2)cc1 (stereo not drawn) | 42 | -7% | -18% | 1% | -2% | 0%[46.1 µM] | 9% | 10% | -6% | 0%

# A portion of the library, so the mix of outcomes need not match the whole.
